Ecoli viability: counter-screen for AddAB inhibitors: E. coli growth inhibition. E. coli V3065 growth, OD600 absorbance, 18 h. inhibition, % at 11.9 µM. 330,000 tested, 0.27% active;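 active = inhibition above the campaign's mean inhibition across all tested compounds plus 3 SD, cut at about 9.9% in these data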;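 also: uninfected addAB+ strain grown without phage in ampicillin broth; 0% = DMSO wells and 100% = ciprofloxacin 0.95 µg/ml wells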
MOR-DOR ag: OPRM1-OPRD1 heterodimerization agonism. P35372+P41143. activation, % at 9.3 µM. cells, luminescence. 340,000 tested, 0.3% active; in the data active = activation above about 18%;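 also: 0% = vehicle-treated cells and 100% = reference agonist; values of inactives mirror those of a sister screen read the other way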
PfHsp90 yeast 2: reduces growth (ATP signal) of yeast expressing P. falciparum Hsp90; S. cerevisiae expressing PfHsp90, BacTiter-Glo ATP, 48 h; yeast lacking PDR1 and PDR3 efflux regulators; inhibition, % at 9.4 µM; 310,000 tested, 0.32% active;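 active = every replicate shows inhibition above about 80%, whatever the replicate mean, limit read from the data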;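 also: 0% = DMSO neutral controls and 100% = 20 µM radicicol positive controls; yeast relying on Plasmodium falciparum Hsp90 in place of its own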
SUMO Mot1 rescue: blocks SUMOylation pathway, rescuing yeast Mot1-301 growth; S. cerevisiae Mot1-301 growth rescue, ATP luminescence, 38.5C; percent above DMSO median, 100 means doubled; growth rescue, % at 18.8 µM; 320,000 tested, 1% active;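 active = every valid replicate shows activation above 250% relative to neutral control wells; inactive = the rest, any valid replicate at or below 250%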;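 also: OY570 slx delta 5 strain wells were the positive control but not used for scaling; some compounds called inactive have numbers as strong as hits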
OPRM1-OPRD1 inv: inverse agonists of human mu-delta opioid receptor heterodimerization; inhibition, % at 9.3 µM; cell-based MOR-DOR heterodimer luminescence, inverse agonism; P35372+P41143; 340,000 tested, 0.21% active; AID 504357; in the data active = inhibition above about 22%, passing the limit was not always enough;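 also: 0% = cells with DMSO and 100% = wells without cells with DMSO; values of inactives mirror those of a sister screen read the other way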
phage Ecoli inh: E. coli growth loss with phage present | growth absorbance | 360,000 tested, 0.26% active | inhibition, % at 11.9 µM; in the data active = inhibition above about 11%
DSG3 Ab inh: inhibitors of pemphigus antibody binding to human desmoglein-3; P32926; DSG3-coupled beads, scFv-anti-DSG3-GFP binding, flow cytometry; stronger effect = lower value; binding (percent of control), % at 10 µM; 310,000 tested, 0.48% active;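 active = binding more than 3 SD below its plate's average and above zero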;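 also: hits lower antibody fragment binding to DSG3; some compounds called inactive have numbers as strong as hits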
Target sequence (P32926 whole entry, looked up, the tested form may be a part): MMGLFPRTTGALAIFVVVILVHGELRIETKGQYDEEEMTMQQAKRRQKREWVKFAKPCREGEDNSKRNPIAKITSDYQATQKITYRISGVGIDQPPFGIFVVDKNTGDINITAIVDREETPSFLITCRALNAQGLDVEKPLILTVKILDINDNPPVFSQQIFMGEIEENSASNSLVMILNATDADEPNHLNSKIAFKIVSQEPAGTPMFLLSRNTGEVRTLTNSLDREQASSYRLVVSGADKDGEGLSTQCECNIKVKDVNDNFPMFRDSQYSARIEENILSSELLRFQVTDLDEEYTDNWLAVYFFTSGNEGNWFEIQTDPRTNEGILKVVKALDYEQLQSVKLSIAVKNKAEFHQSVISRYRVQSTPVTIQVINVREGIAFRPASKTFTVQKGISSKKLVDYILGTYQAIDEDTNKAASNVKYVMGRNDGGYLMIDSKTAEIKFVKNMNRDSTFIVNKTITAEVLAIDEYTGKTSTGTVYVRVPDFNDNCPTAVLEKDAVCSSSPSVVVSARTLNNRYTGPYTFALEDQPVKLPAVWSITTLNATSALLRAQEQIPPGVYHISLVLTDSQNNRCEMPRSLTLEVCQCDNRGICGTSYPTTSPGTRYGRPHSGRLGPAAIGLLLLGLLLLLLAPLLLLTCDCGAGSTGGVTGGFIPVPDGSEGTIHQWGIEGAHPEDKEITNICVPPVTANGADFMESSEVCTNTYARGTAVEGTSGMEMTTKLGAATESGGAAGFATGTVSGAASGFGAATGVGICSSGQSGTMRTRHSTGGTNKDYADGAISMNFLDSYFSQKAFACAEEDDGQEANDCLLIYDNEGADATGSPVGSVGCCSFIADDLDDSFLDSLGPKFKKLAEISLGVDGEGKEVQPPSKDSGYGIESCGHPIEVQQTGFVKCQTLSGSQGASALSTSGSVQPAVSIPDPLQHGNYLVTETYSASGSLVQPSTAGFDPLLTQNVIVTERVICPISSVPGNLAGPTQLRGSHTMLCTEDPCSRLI
HTR5A ag ctr: HTR5A agonism, opioid heterodimer counter-screen; P47898; HTR5A agonist assay, luminescence, cell-based; activation, % at 9.3 µM; 340,000 tested, 0.61% active; AID 504692; in the data active = activation mostly above about 9.5%, no sharp cut-off; inactive = mostly below about 7.6%;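 also: 0% = cells with vehicle only and 100% = reference agonist; strong numbers were not always called active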
PKA-R1A act: activates the PKA-R1A holoenzyme complex. P00514+P68181. PKA-R1A dissociation, Cy5-IP20 fluorescence polarization; scaled: DMSO 0%, 113 µM cGMP 100%. AID 504707. 340,000 tested, 0.083% active. activation, % at 11.4 µM;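 active = percent activation above the mean of all tested compounds plus 3 SD, cut at about 19% in these data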;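 also: higher means more PKAc released from R1A so a rise in polarization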
HTR5A inv ctr: counter-screen for OPRM1-OPRD1 inverse agonists: human HTR5A inverse agonism. AID 504634. HTR5A cell line, luminescence. 340,000 tested, 0.083% active. P47898. inhibition, % at 9.3 µM; in the data active = inhibition mostly above about 23%, no sharp cut-off; inactive = mostly below about 18%;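 also: 0% = cells with DMSO and 100% = no-cell wells with DMSO; some compounds called inactive have numbers as strong as hits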
AddAB inh: less growth of phage-infected E. coli with AddAB; inhibition, % at 11.9 µM; 330,000 tested, 0.29% active; E. coli expressing H. pylori AddAB, absorbance growth; in the data active = inhibition above about 12%;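 also: 0% = vehicle wells of infected cells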
An asterisk follows results filed as active; . = no result given; + = active, no number.

SMILES	Ecoli viability	MOR-DOR ag	PfHsp90 yeast 2	SUMO Mot1 rescue	OPRM1-OPRD1 inv	phage Ecoli inh	DSG3 Ab inh	HTR5A ag ctr	PKA-R1A act	HTR5A inv ctr	AddAB inh
C(=N\Nc1nc(N2CCCCC2)nc(N2CCCCC2)n1)/c1c[nH]c2ccccc12	-2.8	2.9	12	-9	-20	6.1	108	0	-4	-8	0.0
COC(=O)C1C(O)=C(C(C)=Nc2cccc3ccccc23)C(=O)CC1(C)C (centres undefined)	1.1	-2.1	-6	-5	10	1.9	112	-1	-1	-13	-1.7
Cc1cccc(NC2=NC3(CCCCC3)N=C(N)N2)c1C	0.0	-0.1	18	-14	0	-0.6	115	2	-2	9	0.9
O=C(CN1CCCc2ccccc21)N/N=C/c1ccccc1O	-2.4	2.1	3	9	-11	0.0	101	2	5	-7	1.5
COc1cc(/C=N/O)cc(Br)c1OCc1ccc(Cl)cc1	-3.1	11	6	-12	-67	1.6	101	-1	-3	5	-1.7
CCOC(=O)Nc1ccc2c(c1)N(C(=O)CNC)c1ccccc1CC2	2.1	-4.8	17	19	22	4.1	100	-3	8	10	0.8
CC(C)(C)NC(=O)CCC1COc2ccccc2O1 (centres undefined)	-0.7	-3.1	-7	-20	16	2.9	99	1	-11	-44	1.2
COc1ccc(C(=O)/C=C/c2ccc(N(C)C)cc2)c(OC)c1	0.4	-2.8	-3	182	14	5.5	141	1	-3	-12	1.1
Cc1cc(S(=O)(=O)N2CCOCC2)ccc1OCC(=O)NCCCn1ccnc1	2.5	2.5	27	640	-20	0.3	96	3	-9	-10	3.7
N#Cc1c(Cn2cncn2)nc(=O)n(-c2ccc(Cl)cc2)c1N	3.0	-2.1	-10	+	11	5.5	107	1	-1	-4	3.0
O=C(CCc1c[nH]c2ccccc12)NCc1ccco1	-3.4	-3.7	6	139	19	4.9	93	-1	0	-9	0.5
CC(=O)c1ccc(Nc2cc(C)nc3c(C)cc(C)cc23)cc1	-2.8	-1.5	40	-14	8	2.7	83	-3	-4	7	0.0
COc1ccc(CC(=O)Nc2ccc(C(=O)Nc3nccs3)cc2)cc1OC	.	1.0	15	.	-5	-1.1	106	-1	3	3	.
CC(=O)c1c(C)[nH]c(C(=O)CSc2nnc(-c3ccccc3)n2Cc2ccc3c(c2)OCO3)c1C	-0.7	-3.1	18	-3	14	1.5	92	-2	6	0	1.9
O=C(CN1c2cccc3cccc(c23)S1(=O)=O)N1CCCCC1	0.9	0.6	12	196	-2	2.6	.	4	-3	-10	0.2
CCOc1ccc(C(=O)c2ccc([N+](=O)[O-])cc2Cl)cc1	1.6	6.8	-3	46	-34	2.9	109	-14	4	-53	6.5
C/C(N)=C(/C#N)C(=O)COC(=O)CSc1ccc2ccccc2c1	1.5	-1.5	1	7	6	2.0	100	-2	-12	6	3.1
Cn1cccc1C(=O)NNC(=O)COc1ccc(Br)cc1	-2.0	-1.8	-12	-3	12	2.9	99	2	-15	0	-0.5
CC(OC(=O)C(NC(=O)c1ccco1)C(C)C)C(=O)Nc1ncc(Cl)cc1Cl (centres undefined)	-0.2	-1.7	-21	.	9	0.7	104	-5	-11	15	-2.0
CN(C)CCCOC(=O)c1ccc(Cl)cc1	-1.7	-0.1	1	-23	1	3.2	89	-3	6	-7	3.0
Cc1cccc(N(C)C(=O)COc2cc(=O)n(C)c3ccccc23)c1	3.1	-0.8	9	-7	4	1.2	106	11*	14	-31	6.0
O=C(NCC1CCCO1)C(c1ccc(F)cc1)N(CC1CCCO1)C(=O)c1ccc(-c2ccccc2)[nH]1 (centres undefined)	-1.3	-2.8	0	-7	15	1.1	96	4	-8	-12	-0.6
COc1ccccc1NS(=O)(=O)c1cc(NC(=O)CN2C(=O)NC3(CCCCC3)C2=O)ccc1C	.	0.1	10	.	-1	5.5	101	2	-4	-8	.
Nc1cc(C(=O)OCC(=O)NCC2CCCO2)ccc1Cl (centres undefined)	-0.1	-0.2	16	58	1	2.8	105	-2	-1	6	2.3
COc1cccc(-c2cc(C(=O)NC3CC3)c3ccccc3n2)c1	-1.8	-2.4	1	5	16	-2.6	103	-3	-1	10	-0.3
CCCn1c(N)c(N(CCOC)C(=O)Cc2ccc(S(=O)(=O)N3CCOCC3)s2)c(=O)[nH]c1=O	-1.2	-1.8	-20	27	10	2.2	119	3	-6	-7	-0.8
COc1ccc(NC(=O)c2ccccc2SC)cc1	0.6	-2.1	-1	233	10	4.6	92	0	-9	-9	7.0
O=C(NNC(=O)C1CCN(S(=O)(=O)c2ccc(Cl)cc2)CC1)c1ccc(S(=O)(=O)N2CCCCC2)cc1	0.5	0.7	-6	-16	-5	3.3	84	6	2	5	-0.3
O=C(Nc1cc(Cl)ccc1Cl)N1CCCC1	-0.1	-2.2	-2	8	10	4.6	93	-2	2	4	2.1
Clc1ccc2c(N/N=C/c3cccnc3)ccnc2c1	-5.0	5.1	-10	0	-25	2.7	106	2	5	-14	1.7
FC(F)(F)c1cnc(Oc2ccc(-c3nnco3)cc2)c(Cl)c1	-1.1	3.6	-59	-7	-22	0.9	108	11	-9	-29	-0.5
CC(Oc1ccc([N+](=O)[O-])cc1Cl)C(=O)Nc1ccc(C(N)=O)cc1 (centres undefined)	-3.7	.	-45	-5	.	5.2	99	.	.	.	-0.6
Cc1ccc(C2=NN(S(C)(=O)=O)C(c3ccc4c(c3)OCO4)C2)cc1 (centres undefined)	-1.2	4.4	-4	-1	-30	2.0	300	3	3	-10	2.3
CC(=O)Nc1ccc(C(=O)CCl)cc1	-1.2	-2.0	.	30	11	2.9	99	0	-2	1	-0.8
Cc1cc(C)cc(N(CC(=O)NCC2CCCO2)C(=O)CCC(=O)Nc2nccs2)c1 (centres undefined)	-0.3	-1.5	-20	4	8	-2.1	118	-3	6	-15	2.5
CCN=C(NCC)SC1CC(=O)N(c2ccc(F)cc2)C1=O (centres undefined)	0.0	-2.5	.	-9	13	1.8	105	-3	-2	7	3.2
CC1=NN(C(=O)Cc2ccc([N+](=O)[O-])cc2)C(O)(C(F)(F)C(F)(F)F)C1 (centres undefined)	-0.2	-0.7	-20	-8	4	1.6	104	7	4	1	1.1
CCC(C)[C@H]1CNCCN1CCc1cc(C(F)(F)F)cc(C(F)(F)F)c1 (some centres undefined)	-1.5	3.3	8	11	-19	6.5	105	1	-13	-37	2.1
CCCCn1nnnc1SCC(=O)Nc1ccc2c(c1)OCO2	0.2	-0.9	-9	-6	5	4.2	99	2	-4	-22	-0.9
N#Cc1ccsc1NC(=O)CN1C(=O)NC2(CCCCC2)C1=O	4.2	-1.5	8	271	8	-0.6	101	-1	-4	2	3.4
CCOc1ccc(Br)cc1S(=O)(=O)NC(=O)c1ccccc1	2.1	-2.4	30	1	12	2.6	96	-4	1	11	3.4
CN(Cc1c(C(=O)N/N=C/c2ccccc2)nnn1-c1nonc1N)C1CCCCC1	0.4	0.3	5	3	-2	2.4	97	2	1	-8	2.5
CC1(C)CC(=O)C(C(N)=NC(=O)c2ccccc2)=C(O)C1	0.3	-1.9	-12	7	10	3.6	104	7	-4	-19	1.1
CC(C)c1ccc(NC(=S)NN(c2ccccc2)c2ccccc2)cc1	-1.1	3.8	3	-3	-20	4.0	115	1	-14	-1	1.5
COC(=O)CC1=NN(c2nc(C)cc(C)n2)C(=O)C1	-0.9	-2.2	-15	-17	11	0.6	100	3	-7	-7	-0.7
COc1cccc(OC)c1C(=O)Nc1ccccc1C(=O)N1CCOCC1	1.6	-0.9	-57	-16	5	0.2	102	0	-6	-1	1.4
CCC(=O)c1ccc(OCc2ccc(C(=O)OC)cc2)c(OC)c1	1.6	-1.9	.	-15	9	0.1	106	3	9	-8	4.7
O=C(Cn1nnc(-c2ccccc2)n1)Nc1ccccc1N1CCOCC1	1.2	-4.0	11	-24	18	0.7	.	5	-10	18	1.2
CC(C)c1nc2ccccc2c2nnc(SCC(=O)NCc3ccco3)n12	1.2	0.5	-8	7	-3	2.2	99	0	1	0	0.6
CCN(C(=O)CSc1nc(C)c(C)c(C)n1)C1CCS(=O)(=O)C1 (centres undefined)	-1.5	-3.5	7	0	18	5.8	127	1	-7	-2	-0.4
COC(=O)c1sccc1NC(=S)N1CCCCC1C (centres undefined)	0.1	3.6	.	.	-20	-0.8	.	4	-21	-19	2.0
O=C(/C=C/c1ccc([N+](=O)[O-])cc1)OCC(=O)N1CCCCCC1	0.5	3.4	10	20	-17	1.6	102	-2	6	8	1.0
O=C1c2ccccc2C(=O)N1S(=O)(=O)c1ccccc1	0.2	-3.8	-6	-5	19	1.9	.	3	-2	-8	0.3
CCCN1CCC(=O)N([C@H](CSc2ccc(C)cc2)Cc2ccccc2)CC1	.	4.7	-18	.	-25	1.7	104	-1	2	-39	.
Clc1ccc(Cn2ncc3c(N4CCCCC4)ncnc32)c(Cl)c1	-1.5	-1.3	7	6	5	3.1	99	-7	13	10	3.5
CCOc1ccc(-c2nnc3sc(COc4ccc(C)cc4)nn23)cc1	-1.8	-1.9	-5	6	10	1.9	105	-2	4	12	1.1
Cc1ccc(Oc2ccc(S(=O)(=O)Nc3ccc(C(=O)O)cc3)cc2)cc1	1.4	-1.3	20	-12	5	2.6	112	3	12	-7	0.1
Cc1ccc(C(=O)NCCCNC(=O)c2ccco2)cn1	-0.8	-2.7	6	-13	17	0.1	.	-2	10	-12	5.2
COC(=O)C1=C(C(=O)OC)SC(=C2C(=S)C(C)(C)N(C(=O)C3CC3)c3ccccc32)S1	0.7	-1.1	-9	-6	6	0.3	91	-14	-10	32	-0.7
O=C(Nc1cccc(C(=O)N2CCOCC2)c1)c1ccccc1	2.5	-3.8	-3	5	20	1.3	.	0	0	-18	3.1

Brought forward from above: 2 compounds, then new ones.
SMILES	Ecoli viability	MOR-DOR ag	PfHsp90 yeast 2	SUMO Mot1 rescue	OPRM1-OPRD1 inv	phage Ecoli inh	DSG3 Ab inh	HTR5A ag ctr	PKA-R1A act	HTR5A inv ctr	AddAB inh
COC(=O)C1=C(C(=O)OC)SC(=C2C(=S)C(C)(C)N(C(=O)C3CC3)c3ccccc32)S1	0.7	-1.1	-9	-6	6	0.3	91	-14	-10	32	-0.7
O=C(Nc1cccc(C(=O)N2CCOCC2)c1)c1ccccc1	2.5	-3.8	-3	5	20	1.3	.	0	0	-18	3.1
ONC(=Nc1ccc(Cl)cc1)c1ccc(Cl)cc1	2.4	0.3	-14	14	-2	2.2	98	1	-15	-5	7.7
CCNc1nc(NCC)nc(N/N=C/c2ccc(O)c(O)c2)n1	-0.1	-2.6	-33	2	12	4.3	101	-2	-13	5	3.9
Cn1c(N)c(C(=O)COC(=O)CNC(=O)c2ccccc2)c(=O)n(C)c1=O	0.3	-0.1	-9	-2	0	1.8	94	4	-13	-15	0.8
Cc1sc2ncnc(N3CCC(C(=O)Nc4ccc(C#N)cc4)CC3)c2c1C	-0.6	0.0	-13	-5	0	4.9	97	3	-5	1	-0.7
CCNC(=S)N(CCN(C)C)Cc1cc2cc(OCC)ccc2[nH]c1=O	-0.1	-1.4	0	.	7	3.5	.	0	-9	1	-0.6

Assay outcomes: PubChem, several laboratories

An unsorted share of the library. About 3.2% of those tested had a hit in this group.
